TcdB inh: TcdB glycohydrolase inhibition. P18177. TcdB glycohydrolase enzymatic assay, plate reader. inhibition, % at 9.99 µM. 350,000 tested, 0.24% active. AID 652162; in the data active means inhibition above about 10%
The depositor's hits bear a star; & = joins results of further samples. The list is partial; the hit share may differ from the screen's.

SMILES | TcdB inh
CCC(=O)N1[C@H](C(=O)NCc2ccc(F)cc2)[C@@H](CO)[C@@H]2Cn3c(ccc(C4=CCCC4)c3=O)[C@@H]21 | -0.2
C/C=C/c1ccccc1[C@H]1[C@@H](CO)N(c2nc(CC)cs2)[C@H]1C#N | -0.6
COC(=O)[C@H]1[C@H](CO)[C@H]2Cn3c(cccc3=O)[C@@H]1N2CCc1ccccc1 | 0.0
C[C@@H]1CN([C@H](C)CO)C(=O)Cc2cc(NC(=O)Cc3cn(C)c4ccccc34)ccc2O[C@H]1CN(C)CC1CCCCC1 | 0.3
C=CCN1C(=O)[C@]2(O[C@H](CCn3cc([C@H](O)c4ccccc4)nn3)[C@@H]([Si](C)(C)c3ccc(OC)cc3)[C@@H]2C)c2cc(N3CCC3=O)ccc21 | 0.9
O=C(C[C@@H]1CC[C@@H]2[C@H](COC[C@H](O)CN2Cc2cccc(F)c2)O1)NCCc1ccncc1 | -0.2
O=C(N[C@@H]1CC[C@H](CCNS(=O)(=O)c2ccc(Cl)cc2)O[C@@H]1CO)c1cccc(F)c1 | -2.3
COc1ccc(S(=O)(=O)N[C@H]2CC[C@@H](CCn3cc(-c4ccccc4F)nn3)O[C@@H]2CO)cc1 | 0.0
CNC[C@H]1Oc2cc(C#CCC(C)C)ccc2S(=O)(=O)N([C@@H](C)CO)C[C@@H]1C | 0.8
O=C(c1ccc2c(c1)OCO2)N1CCCCN2[C@@H](CO)[C@@H](c3ccc(-c4ccccc4)cc3)[C@@H]2C1 | 1.2
CNC(=O)C[C@H]1CC[C@@H]2[C@H](COC[C@H](O)CN2Cc2ccccc2F)O1 | -1.9
CCCN(C)C[C@@H]1OCCCC[C@@H](C)Oc2ccc(NC(=O)Nc3ccc(C(F)(F)F)cc3)cc2C(=O)N([C@H](C)CO)C[C@H]1C | 0.6
C[C@H]1CN([C@@H](C)CO)C(=O)c2c(c3ccccc3n2C)-c2ccccc2CO[C@@H]1CN(C)Cc1cccnc1 | -1.4
Cc1ccc(S(=O)(=O)Nc2ccc3c(c2)C(=O)N([C@H](C)CO)C[C@H](C)[C@H](CN(C)S(=O)(=O)c2cn(C)cn2)O3)cc1 | 0.3
C[C@H]1CN([C@@H](C)CO)C(=O)c2cc(NS(C)(=O)=O)ccc2O[C@H]1CN(C)Cc1ccncc1 | -0.1

Two entries from above, in CSV form:
canonical_smiles,TcdB inh
C[C@H]1CN([C@@H](C)CO)C(=O)c2c(c3ccccc3n2C)-c2ccccc2CO[C@@H]1CN(C)Cc1cccnc1,-1.4
Cc1ccc(S(=O)(=O)Nc2ccc3c(c2)C(=O)N([C@H](C)CO)C[C@H](C)[C@H](CN(C)S(=O)(=O)c2cn(C)cn2)O3)cc1,0.3

New compounds follow.
SMILES | TcdB inh
Cc1cccc(S(=O)(=O)N(C)C[C@H]2OCc3ccccc3-c3c(n(C)c4ccccc34)C(=O)N([C@H](C)CO)C[C@@H]2C)c1 | 1.5
O=C(CN1CCOCC1)N1CC(=O)N2[C@H](C1)[C@@H](c1ccc(-c3cccc(F)c3)cc1)[C@@H]2CO | 1.2
CC(C)NC(=O)N(C)C[C@H]1OCCCC[C@H](C)Oc2ccc(NC(=O)Nc3ccc4c(c3)OCO4)cc2C(=O)N([C@@H](C)CO)C[C@H]1C | -1.0
CO[C@H]1CN(C)C(=O)c2cc(NC(=O)Nc3ccc(Cl)cc3)ccc2OC[C@H](C)N(C)C[C@@H]1C | 0.4
COc1ccc(CN2C[C@H](O)COC[C@H]3O[C@H](CC(=O)N4CCc5ccccc5C4)CC[C@@H]32)cc1 | 0.2
CCCNC(=O)C[C@H]1CC[C@H]2[C@@H](COc3ccc(NC(=O)CC)cc3C(=O)N2C)O1 | 1.3
C[C@@H]1CN([C@H](C)CO)C(=O)c2cccc(NC(=O)c3ccc(-c4nccs4)cc3)c2O[C@H]1CN(C)Cc1ccc(C(=O)O)cc1 | -0.2
COc1cccc(S(=O)(=O)N2C[C@H](O)COC[C@H]3O[C@@H](CC(=O)N4CCN(c5ccccc5)CC4)CC[C@@H]32)c1 | 0.7
COC(=O)C[C@H]1CC[C@@H]2[C@@H](COc3ccc(NC(=O)c4ccc(OC)cc4)cc3C(=O)N2C)O1 | 12*
COc1ccccc1NC(=O)N1C[C@@H]2N[C@H](C1)C2c1ccc(-c2ccc(C#N)cc2)cc1 (stereo partly specified) | 0.8&0.4
O=C1CCCn2cc(nn2)COC[C@@H](c2ccccc2)N1 | -0.4
C[C@H]1CN([C@@H](C)CO)C(=O)c2cc(NC(=O)CCCN(C)C)ccc2O[C@@H]1CN(C)Cc1ccccc1 | 0.0
CCC(=O)Nc1ccc2c(c1)OC[C@H](C)N(C(=O)C1CCC1)C[C@H](C)[C@@H](OC)CN(C)C2=O | -0.2
C/C=C/c1cnc2c(c1)C(=O)N([C@H](C)CO)C[C@H](C)[C@H](CN(C)Cc1cncnc1)O2 | -3.5
C[C@@H]1CN([C@@H](C)CO)C(=O)c2cccc(NS(=O)(=O)c3ccccc3)c2O[C@H]1CN(C)C(=O)Nc1ccccc1 | -4.9

7 entries picked at random from those above, as already listed:
SMILES | TcdB inh
C[C@@H]1CN([C@H](C)CO)C(=O)c2cccc(NC(=O)c3ccc(-c4nccs4)cc3)c2O[C@H]1CN(C)Cc1ccc(C(=O)O)cc1 | -0.2
CCCN(C)C[C@@H]1OCCCC[C@@H](C)Oc2ccc(NC(=O)Nc3ccc(C(F)(F)F)cc3)cc2C(=O)N([C@H](C)CO)C[C@H]1C | 0.6
C/C=C/c1cnc2c(c1)C(=O)N([C@H](C)CO)C[C@H](C)[C@H](CN(C)Cc1cncnc1)O2 | -3.5
CNC(=O)C[C@H]1CC[C@@H]2[C@H](COC[C@H](O)CN2Cc2ccccc2F)O1 | -1.9
COC(=O)[C@H]1[C@H](CO)[C@H]2Cn3c(cccc3=O)[C@@H]1N2CCc1ccccc1 | 0.0
O=C(C[C@@H]1CC[C@@H]2[C@H](COC[C@H](O)CN2Cc2cccc(F)c2)O1)NCCc1ccncc1 | -0.2
COc1ccc(S(=O)(=O)N[C@H]2CC[C@@H](CCn3cc(-c4ccccc4F)nn3)O[C@@H]2CO)cc1 | 0.0

Remaining list, next part:
SMILES | TcdB inh
CO[C@H]1CN(C)C(=O)c2cc(NC(=O)NC3CCCCC3)ccc2OC[C@H](C)N(CCc2ccccc2)C[C@@H]1C | -0.2
OC[C@@H]1[C@@H](c2ccc(/C=C/c3ccccc3)cc2)[C@H]2CN(Cc3ccncc3)CCCCN12 | 0.7
C[C@H]1CN([C@@H](C)CO)C(=O)c2cc(-c3ccccc3)cnc2O[C@H]1CN(C)Cc1ccccc1 | 0.7
CC=Cc1ccc2n(c1=O)C[C@@H]1[C@@H](CO)[C@H](C(=O)N[C@@H](C)c3ccccc3)[C@H]2N1Cc1ccncc1 (mixture of isomers) | 1.1
C[C@H](CO)N1C[C@H](C)[C@@H](CN(C)Cc2ccc3c(c2)OCO3)Oc2ccc(NS(=O)(=O)c3cn(C)cn3)cc2C1=O | 0.7
CC(C)NC(=O)N(C)C[C@@H]1Oc2c(NC(=O)C3CCCCC3)cccc2C(=O)N([C@H](C)CO)C[C@H]1C | 0.1
CCS(=O)(=O)Nc1ccc2c(c1)C(=O)N(C)C[C@@H](OC)[C@@H](C)CN(C(=O)COC)[C@@H](C)CO2 | 0.8
CCC(=O)Nc1ccc2c(c1)OC[C@H](C)N(CCC(F)(F)F)C[C@H](C)[C@@H](OC)CN(C)C2=O | 1.1
O=C(C[C@H]1C[C@@H]2c3cc(NC(=O)NC4CCCC4)ccc3O[C@@H]2[C@H](CO)O1)NCc1cccc(F)c1 | -0.4
CC(C)NC(=O)N(C)C[C@H]1OCCCC[C@@H](C)Oc2ccc(NC(=O)Nc3ccc4c(c3)OCO4)cc2C(=O)N([C@H](C)CO)C[C@@H]1C | -1.4
CC(C)NC(=O)N(C)C[C@H]1Oc2ncc(C#CCC3CCCC3)cc2C(=O)N([C@H](C)CO)C[C@@H]1C | -3.9
CNC[C@H]1Oc2c(NS(C)(=O)=O)cccc2C(=O)N([C@@H](C)CO)C[C@@H]1C | 0.0
C[C@@H]1CN([C@@H](C)CO)C(=O)c2cc(-c3ccccc3F)cnc2O[C@H]1CN(C)C(=O)C1CCC1 | 0.1
COc1ccc(NC(=O)N2CCCCN3[C@@H](CO)[C@H](c4ccc(C#CCC(C)C)cc4)[C@@H]3C2)cc1 | -0.9
C[C@@H]1CN([C@H](C)CO)C(=O)c2cccc(NC(=O)Nc3ccc4c(c3)OCO4)c2O[C@@H]1CN(C)Cc1ccc(C(F)(F)F)cc1 | 1.3
CCCNC(=O)N1CC(=O)N2[C@H](C1)[C@@H](c1ccc(C#CCC3CCCC3)cc1)[C@@H]2CO | -1.2
Cc1noc(C)c1NC(=O)Nc1ccc2c(c1)CC(=O)N([C@H](C)CO)C[C@@H](C)[C@@H](CN(C)Cc1ccccc1)O2 | 0.7
C[C@H](CO)N1C[C@H](C)[C@@H](CN(C)Cc2ccc(-c3ccccc3)cc2)Oc2ccc(NC(=O)C3CC3)cc2CC1=O | 0.7
C[C@@H](NC(=O)[C@H]1N[C@H]2c3ccc(-c4ccncc4)c(=O)n3C[C@H]2[C@@H]1CO)c1ccccc1 | 1.0
COCC(=O)Nc1ccc2c(c1)[C@@H]1C[C@@H](CC(=O)NCc3ccc(OC)cc3)O[C@H](CO)[C@@H]1O2 | -0.8
CCC(=O)N[C@@H]1CC[C@@H](CC(=O)NCC2CC2)O[C@H]1CO | -1.3
CC(C)NC(=O)NCC[C@H]1CC[C@@H](NS(=O)(=O)c2ccccc2)[C@H](CO)O1 | -0.4
C[C@H](CO)N1C[C@H](C)[C@H](CN(C)Cc2ccc(C(F)(F)F)cc2)OCc2ccccc2-c2ccccc2C1=O | -4.3
CCC(=O)N1CCC2(CC1)CN(Cc1cccc(Cl)c1)[C@H](CO)c1c2c2ccc(OC)cc2n1C | 0.1
COc1ccc(CN2C[C@H](C)[C@H](OC)CN(C)C(=O)c3cc(NC(=O)c4nc5ccccc5s4)ccc3OC[C@@H]2C)cc1 | 1.1
CN1C[C@@H]2[C@H](c3ccccc31)[C@@H](CO)N2C(=O)c1ccccn1 | 0.0
C[C@@H]1CN([C@H](C)CO)C(=O)c2cccc(N(C)C)c2O[C@H]1CN(C)C | -5.9
COc1ccc(S(=O)(=O)Nc2ccc3c(c2)CC(=O)N([C@H](C)CO)C[C@H](C)[C@H](CN(C)C(=O)Nc2ccc(C(F)(F)F)cc2)O3)cc1 | 0.1
COc1ccc(NC(=O)N(C)C[C@@H]2Oc3ncc(-c4cccc(C(F)(F)F)c4)cc3C(=O)N([C@H](C)CO)C[C@@H]2C)cc1 | -0.8
C[C@@H]1CN([C@@H](C)CO)C(=O)c2cccc(NC(=O)c3ccncc3)c2O[C@H]1CN(C)C(=O)NC1CCCCC1 | 0.0

2 neighbouring compounds out of the list so far, for reference:
SMILES | TcdB inh
CCCNC(=O)N1CC(=O)N2[C@H](C1)[C@@H](c1ccc(C#CCC3CCCC3)cc1)[C@@H]2CO | -1.2
Cc1noc(C)c1NC(=O)Nc1ccc2c(c1)CC(=O)N([C@H](C)CO)C[C@@H](C)[C@@H](CN(C)Cc1ccccc1)O2 | 0.7

Next results follow.
SMILES | TcdB inh
Cc1noc(C)c1S(=O)(=O)N(C)C[C@@H]1OCCCC[C@@H](C)Oc2ccc(NC(=O)C3CCCCC3)cc2C(=O)N([C@H](C)CO)C[C@@H]1C | 0.5
Cc1ccc(S(=O)(=O)N(C)C[C@H]2OCCCC[C@@H](C)Oc3ccc(NS(=O)(=O)c4ccc(Cl)cc4)cc3C(=O)N([C@@H](C)CO)C[C@H]2C)cc1 | -3.9
C[C@@H]1CN([C@@H](C)CO)C(=O)c2cc(C#Cc3ccccc3F)cnc2O[C@@H]1CN(C)C(=O)C1CCOCC1 | -0.3
Cc1ccc(S(=O)(=O)Nc2ccc3c(c2)CC(=O)N([C@@H](C)CO)C[C@H](C)[C@@H](CN(C)S(C)(=O)=O)O3)cc1 | 0.3
C[C@@H]1CN([C@H](C)CO)C(=O)c2cc(NC(=O)Nc3ccccc3)ccc2O[C@@H](C)CCCCO[C@@H]1CN(C)C(=O)NC1CCCCC1 | 1.4
O=C(NCC[C@@H]1CC[C@@H](NS(=O)(=O)Cc2ccccc2)[C@@H](CO)O1)C1CCCCC1 | -0.4
COc1cccc(-c2ccc([C@@H]3[C@H](CO)N4CCCCN(CC5CCOCC5)C[C@@H]34)cc2)c1 | -1.1
CS(=O)(=O)N1[C@@H]2Cn3c(cccc3=O)[C@H]1[C@@H](C(=O)NCc1ccccc1)[C@@H]2CO | 0.4
CCCNC(=O)N1[C@@H]2c3ccc(-c4ccccc4OC)c(=O)n3C[C@H]1[C@H](CO)[C@H]2C(=O)O | -0.6
Cc1noc(C)c1S(=O)(=O)N(C)C[C@H]1OCCCC[C@@H](C)Oc2ccc(NC(=O)Cc3ccccc3)cc2C(=O)N([C@H](C)CO)C[C@@H]1C | 1.0
C[C@@H]1CN([C@H](C)CO)C(=O)c2cc(/C=C/c3ccccc3)cnc2O[C@H]1CN(C)C(=O)c1cccnc1 | -0.3
C[C@@H]1CN([C@H](C)CO)S(=O)(=O)c2ccc(Br)cc2O[C@@H]1CN(C)C(=O)CC1CC1 | -3.0
NCCCCCNC(=O)[C@@H]1C[C@@H]2C(=O)N[C@@H](Cc3ccccc3)C(=O)N2[C@@H]1c1cccc(OCCO)c1 | 0.3
C[C@H]1CN([C@@H](C)CO)C(=O)c2ccccc2-c2ccccc2CO[C@H]1CN(C)S(=O)(=O)c1ccc(Cl)cc1 | 1.6
O=C(NC1CCC1)[C@H]1[C@H](CO)[C@H]2Cn3c(ccc(/C=C/c4ccccc4)c3=O)[C@H]2N1Cc1ccncc1 | -0.1
C[C@H](CO)N1C[C@H](C)[C@H](CN(C)S(=O)(=O)c2ccccc2)Oc2c(NS(=O)(=O)c3cccs3)cccc2C1=O | 0.5
C[C@@H]1CN([C@@H](C)CO)S(=O)(=O)c2ccc(C#C[C@@H](C)O)cc2O[C@H]1CN(C)C(=O)C1CCC1 | 0.2
C[C@H](CO)N1C[C@H](C)[C@H](CN(C)Cc2ccc(C(=O)O)cc2)Oc2c(NS(=O)(=O)c3cccs3)cccc2C1=O | 1.7
Cc1ccc(S(=O)(=O)N(C)C[C@@H]2OCCCC[C@H](C)Oc3ccc(NC(=O)Nc4c(C)noc4C)cc3C(=O)N([C@@H](C)CO)C[C@H]2C)cc1 | -0.1
O=C(C[C@H]1C[C@@H]2c3cc(NS(=O)(=O)c4ccc(F)cc4)ccc3O[C@@H]2[C@H](CO)O1)N1CCCCC1 | -0.7

Screening data deposited in PubChem BioAssay by Broad Institute.
